mABHD4 FP: ABHD4 inhibitors, primary screen, biochemical, fluorescence polarization, mouse; AID 720543, 2013; (Lyso)-N-acylphosphatidylethanolamine lipase (Mus musculus), Q8VD66; 370,000 tested, 0.54% active; purified mABHD4, FP-Rh probe fluorescence polarization; inhibition, % at 8.92 µM;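 active = inhibition exceeding the mean over every tested compound plus 3 SD, cut at about 30% in these data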;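 note: 0% = plate median of compound wells and 100% = S159A mutant with DMSO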
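Test system: mABHD4 protein; Read-out basis: % inhibition; Incubation: 45 min + 60 min at 25 °C; Repeats: single replicate; Technique: fluorescence polarization with parallel and perpendicular emission, 525/598 nm; Compound: 8.92 µM, single dose; Benchmarks: full inhibition S159A mutant plus DMSO, zero as sample-well median.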
NR1D1 modulator: modulators of Rev-erb alpha DNA binding, primary screen, biochemical, FITC-DNA, fluorescence polarization, uHTS. Nuclear receptor subfamily 1 group D member 1 (Homo sapiens), P20393. Rev-erbα–FITC-DNA binding, 90 min. activity, % at 10 µM. 370,000 tested, 0.79% active. AID 1259318, 2017;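 active = activity above about 14%, limit read from the data; passing the limit was not always enough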;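 note: 0% = DMSO wells with 35 nM protein and 100% = DMSO wells with 750 nM protein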
Target sequence (P20393 whole entry, looked up): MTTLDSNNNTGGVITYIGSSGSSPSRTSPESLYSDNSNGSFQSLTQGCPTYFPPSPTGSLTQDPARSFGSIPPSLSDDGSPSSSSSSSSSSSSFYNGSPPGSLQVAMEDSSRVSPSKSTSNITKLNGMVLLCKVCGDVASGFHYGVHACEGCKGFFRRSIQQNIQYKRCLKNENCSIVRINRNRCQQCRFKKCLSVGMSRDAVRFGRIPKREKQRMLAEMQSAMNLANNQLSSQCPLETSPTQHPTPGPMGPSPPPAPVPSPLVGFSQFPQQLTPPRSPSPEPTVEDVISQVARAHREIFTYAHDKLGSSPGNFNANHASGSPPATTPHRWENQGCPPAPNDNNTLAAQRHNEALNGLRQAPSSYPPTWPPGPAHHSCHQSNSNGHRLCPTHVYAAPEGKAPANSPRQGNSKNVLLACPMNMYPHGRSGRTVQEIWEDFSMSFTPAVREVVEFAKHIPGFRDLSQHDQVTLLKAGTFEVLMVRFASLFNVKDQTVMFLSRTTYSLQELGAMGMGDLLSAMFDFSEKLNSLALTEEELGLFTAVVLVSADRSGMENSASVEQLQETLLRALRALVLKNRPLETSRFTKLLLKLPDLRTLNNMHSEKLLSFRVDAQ
PG9 binder: binders of HIV-1 gp120 antibody PG9, primary screen, biochemical, TR-FRET | TR-FRET gp120-PG9 antibody binding | 360,000 tested, 0.43% active | AID 624416, 2012 | HIV-1 gp120 / PG9 antibody interaction | inhibition, % at 6.7 µM; in the data active = inhibition above about 8.5%
ASAP1 GAP inh: inhibitors of human ASAP1 ArfGAP activity, primary screen, biochemical, fluorescence polarization | ASAP1-stimulated ARF1 GTP hydrolysis, GDP FP detection | AID 624377, 2012 | 360,000 tested, 0.19% active | inhibition, % at 16.5 µM; in the data active = inhibition above about 25%;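 note: 0% = vehicle with enzyme and substrate and 100% = no enzyme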
GC-B act: human GC-B receptor activators, primary screen, HEK293 GC-B cells, cGMP TR-FRET, EC30 CNP | Atrial natriuretic peptide receptor 2 (Homo sapiens), P20594 | 0% at EC30 CNP, 100% saturating CNP | activation, % at 10 µM | 370,000 tested, 0.11% active;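 active = activation at 10 µM reaching about 35% in either raw or pattern-adjusted values, limit read from the data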
ARFGAP1 inh: inhibitors of rat ARFGAP1 GAP activity, primary screen, biochemical, fluorescence polarization, GDP tracer. AID 651572, 2012. Arfgap1-stimulated ARF1 GTP hydrolysis, GDP FP detection. ADP-ribosylation factor GTPase-activating protein 1 (Rattus norvegicus), Q62848. 360,000 tested, 0.26% active. inhibition, % at 16.5 µM;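 active = inhibition above a per-plate limit, mean inhibition of low control wells plus 3 SD, cut at about 25% in these data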;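 note: 0% = DMSO wells with enzyme and 100% = wells lacking Arfgap1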
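Replicates: Single well per compound | Assay system: Truncated rat Arfgap1 GAP domain | Control set: No-Arfgap1 wells (100%) versus DMSO full-reaction wells (0%) | Times: Enzyme reaction 120 min at 25 °C after 20 min preincubation | Reagent: Human ARF1(Δ1-17)-GTP substrate | Measured by: Tracer-displacement fluorescence polarization with EDTA stop, 620/688 nm | Measure: Percent inhibition of Arfgap1-stimulated GTP hydrolysis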
SMARCA2 act: SMARCA2 (BRM) function activators, primary screen, cell-based, luminescence, high throughput; MG213 cells, MMTV-luciferase reporter, dexamethasone, overnight; activation, % at 9.1 µM; 370,000 tested, 1% active; AID 652017, 2013; in the data active = activation above about 7.8%;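 note: 0% = vehicle wells and 100% = reference activator wells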
NPR1 activator: GC-A stimulated cGMP production enhancers – HEK293 GC-A cells, cGMP TR-FRET, EC30 ANP, primary screen. Atrial natriuretic peptide receptor 1 (Homo sapiens), P16066. 0% at EC30 ANP, 100% saturating ANP. activation, % at 10 µM. 370,000 tested, 0.14% active; in the data active = activation above about 40%
HTRA1 inh: HTRA1 serine protease inhibitors, primary screen, biochemical, fluorescence polarization, HTS. Q92743. recombinant HTRA1, FP-rhodamine activity-based probe. inhibition, % at 5.96 µM. 340,000 tested, 0.5% active; in the data active = inhibition above about 36%;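 note: 0% = enzyme with DMSO and 100% = wells lacking enzyme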
Target sequence (Q92743 whole entry, looked up): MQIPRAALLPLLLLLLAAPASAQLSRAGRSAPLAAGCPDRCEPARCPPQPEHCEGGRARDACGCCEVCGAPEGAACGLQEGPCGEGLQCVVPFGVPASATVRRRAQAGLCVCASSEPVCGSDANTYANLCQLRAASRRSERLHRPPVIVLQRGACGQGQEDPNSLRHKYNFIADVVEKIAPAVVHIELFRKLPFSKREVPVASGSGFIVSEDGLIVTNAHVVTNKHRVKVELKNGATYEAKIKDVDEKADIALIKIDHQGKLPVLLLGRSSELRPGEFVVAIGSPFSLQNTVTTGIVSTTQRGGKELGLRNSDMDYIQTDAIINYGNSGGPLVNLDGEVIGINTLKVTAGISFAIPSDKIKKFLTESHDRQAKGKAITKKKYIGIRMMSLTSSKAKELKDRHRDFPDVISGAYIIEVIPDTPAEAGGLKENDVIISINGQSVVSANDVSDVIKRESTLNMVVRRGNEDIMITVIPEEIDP
rCAG RNA binder: binders of r(CAG) RNA repeats, primary screen, biochemical, fluorescence; r(CAG) RNA repeat, TO-PRO-1 dye displacement fluorescence; inhibition, % at 3 µM; 370,000 tested, 1.3% active; AID 651821, 2012;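 active = inhibition above the plate cutoff, the mean of all test compounds on that plate plus 3 SD, cut at about 35% in these data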;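 note: 0% = DMSO alone and 100% = 100 µM mitoxantrone as full dye displacement; higher means more dye released from RNA so lower well fluorescence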
The depositor's hits bear a star; nt = no result given.

Below each SMILES: NR1D1 modulator	rCAG RNA binder	ARFGAP1 inh	mABHD4 FP	PG9 binder	SMARCA2 act	GC-B act	HTRA1 inh	NPR1 activator	ASAP1 GAP inh
CCOC(=O)C[C@H]1c2cc(F)ccc2S(=O)(=O)N1Cc1ccc(OC)cc1
    -1	-4	-14	-2	-1.8	2	-3	0	-1	3
OC(Cc1cccnc1)c1ccccc1 (configuration not stated)
    1	0	3	9	1.7	-4	-1	0	1	-14
Nc1c(C(=O)Nc2ccc3c(c2)OCCO3)nnn1Cc1ccccc1Cl
    0	-2	-4	-11	-2.0	1	2	-12	2	7
O=C(Nc1ccc2c(c1)CCC2)c1cccc(S(=O)(=O)N2CCN(c3ccc(F)cc3)CC2)c1
    -4	13	9	-52	2.0	-2	-3	-36	-3	-3
Cc1ccc(N2CCN(S(=O)(=O)c3ccc4c(c3)n(C)c(=O)c(=O)n4C)CC2C)cc1 (configuration not stated)
    -1	3	-8	0	-1.6	-4	-3	2	-4	8
CC1(C)Cc2c(sc3[nH]c(=S)n(Cc4ccco4)c(=O)c23)CO1
    -1	17	1	9	2.7	-3	-4	5	-3	-1
Cc1ccc(NC(=O)CN2C(=O)N/C(=C/c3cccn3-c3ccc(C(=O)O)cc3)C2=O)cc1
    -29	56*	-9	3	-5.3	-3	-1	-4	-7	-14
CN(C)c1ccc(/C=C(/NC(=O)c2ccccc2)C(=O)N2CCCC2)cc1
    4	4	1	-11	-3.5	-3	-1	3	-7	3
Cc1cccc2cc(CN(CC3CCCO3)C(=O)c3cccs3)c(=O)[nH]c12 (configuration not stated)
    2	-4	1	4	1.1	-1	5	2	2	-14
COc1ccc(NC(=S)N(CCN2CCOCC2)Cc2cc3cc4c(cc3[nH]c2=O)OCO4)cc1
    -3	1	14	4	-2.2	2	-8	nt	-6	3
CNc1cc(Cl)nc(SC)n1
    nt	-1	12	-8	0.6	-2	nt	-6	nt	-2
Clc1ccc(OCCOCCN2CCc3ccccc3C2)c(Cl)c1
    1	-9	-3	8	0.0	-4	-6	-7	-4	-2
CCOC(=O)C1=C(C)NC2=C(C(=O)C(C(=O)OCC)C(c3ccco3)C2)C1c1ccccn1 (configuration not stated)
    -2	-6	-19	-2	0.2	-4	-20	7	-19	2
O=C(c1ccc(CS(=O)c2cccc(Cl)c2)o1)N1CCCCCC1 (configuration not stated)
    5	-3	-21	5	-2.0	0	-3	-6	3	0
CCCSc1nsc(NC(=O)Nc2ccc(F)cc2F)n1
    0	14	-4	-3	-2.1	-2	2	-4	5	0

Three entries from above, arranged by the value under ARFGAP1 inh, rising.
Molecule	ARFGAP1 inh
CCOC(=O)C1=C(C)NC2=C(C(=O)C(C(=O)OCC)C(c3ccco3)C2)C1c1ccccn1 (configuration not stated)	-19
Nc1c(C(=O)Nc2ccc3c(c2)OCCO3)nnn1Cc1ccccc1Cl	-4
CC1(C)Cc2c(sc3[nH]c(=S)n(Cc4ccco4)c(=O)c23)CO1	1

Further entries follow.
Below each SMILES: NR1D1 modulator	rCAG RNA binder	ARFGAP1 inh	mABHD4 FP	PG9 binder	SMARCA2 act	GC-B act	HTRA1 inh	NPR1 activator	ASAP1 GAP inh
Cc1ccc(S(=O)(=O)NCCC(=O)NCC(c2ccc(F)cc2)N2CCOCC2)cc1 (configuration not stated)
    -3	-2	-5	8	1.8	-2	-1	6	0	-8
COc1cc(CNc2ccc(S(N)(=O)=O)cc2)ccc1OCc1ccccc1F
    -7	2	13	-7	-3.0	0	4	-15	2	6
CCOC(=O)C1=C(C)N(CCCCCC(=O)O)C(=O)NC1c1ccccc1OC(=O)c1cccs1 (configuration not stated)
    -2	12	4	-2	0.4	0	1	nt	-4	24
CCc1ccc(C(=O)Cn2ccsc2=N)cc1
    2	0	-5	7	-2.6	5	-2	-7	3	-8
CCOc1ccc(-c2nnc(SCc3nnc(-c4ccccc4)o3)n2-c2ccccc2F)cc1
    2	0	7	2	-0.1	3	-8	-32	-17	-8
Cc1cc(C)c(S(=O)(=O)NCC(=O)NCc2ccco2)c(C)c1
    -1	-5	3	-4	-0.6	1	1	-3	0	-12
O=c1c2ccccc2nc2c3ccccc3c(NCCO)nn12
    -2	6	-8	1	0.5	0	5	0	12	-1
CCn1c(COc2ccc(C)cc2)nnc1SCc1nc2ccccc2[nH]1
    -3	-3	10	-4	0.7	-4	-4	-11	-12	-4
Cn1c(=O)n(C)c2cc(NC(=O)c3ccc(F)cc3)ccc21
    3	25	-4	-3	-2.2	-3	3	0	-2	-5
CCCN(CCC)C(=O)Cn1c(=O)n(CCCC(=O)NCc2ccco2)c(=O)c2sccc21
    2	-4	0	3	-1.2	-2	-5	3	-1	3
Cc1sc(-n2c(C)cc(C=O)c2C)c(C(=O)O)c1C
    2	11	12	8	-0.9	-4	4	-2	-1	3
COc1ccc(C(=O)Nc2cc(C(=O)O)cc(C(=O)O)c2)cc1Cl
    1	-1	-6	-2	1.5	-4	-1	1	2	21
CCn1c(=O)c(=O)[nH]c2cc(C(=O)N3CCN(Cc4ccc5c(c4)OCO5)CC3)ccc21
    -1	-5	-9	-3	-2.3	2	2	5	-1	1
CC(=O)N1CCc2cc(S(=O)(=O)N3CCc4ccccc43)ccc21
    3	0	14	8	0.0	-4	-4	-1	0	3
COc1ccc(CN2CCN(c3cccc(C)c3C)CC2)cc1OC
    -1	-9	34*	3	-0.2	-3	1	-5	-2	1

(listing goes on)
Below each SMILES: NR1D1 modulator	rCAG RNA binder	ARFGAP1 inh	mABHD4 FP	PG9 binder	SMARCA2 act	GC-B act	HTRA1 inh	NPR1 activator	ASAP1 GAP inh
CC1CCCC(C)N1C(=O)/C=C/c1ccc(S(=O)(=O)N2CCOCC2)cc1 (configuration not stated)
    -4	-7	0	2	-0.7	-2	1	-3	1	-8
COc1ccc(N(CC(=O)NC(C)(C)C)C(=O)CCC(=O)Nc2nccs2)cc1
    -3	-6	-9	6	-1.2	-1	3	1	-1	15
CSc1ccc(CN(C)CC(=O)NCc2ccccc2)cc1
    -1	-3	-2	-1	0.0	0	-2	-6	-5	-4
N#Cc1nc(COc2ccc(F)cc2)oc1N1CCC(Cc2ccccc2)CC1
    0	2	4	-2	0.4	-5	3	-30	4	4
N#Cc1cccc(CN2CCC(=O)N([C@H](CO)c3ccccc3)CC2)c1
    -4	-7	1	5	-1.0	-1	3	-3	-1	-8
COCc1cc(C)nc(OC)c1C(N)=O
    1	0	1	-2	-1.3	-1	6	-1	-1	-2
CC1(C(=O)NC2CCCC2)CCC(=O)N1Cc1ccc2c(c1)OCO2 (configuration not stated)
    -1	-4	-2	4	-0.6	-3	6	-1	3	6
CCc1nc(SCC(=O)N2CCc3ccccc32)c2oc3ccccc3c2n1
    -1	-4	11	2	-0.7	-3	2	3	2	12
COc1ccc(-c2c(C#N)c(SCC(=O)Nc3ccccc3)nc3c2CCCC3)cc1
    45*	2	-16	-3	-4.8	-4	1	-8	-5	-8
Cc1nc(-c2ccc(F)cc2)c(CC(=O)Nc2ccc(C)c(S(=O)(=O)N3CCOCC3)c2)s1
    -1	11	1	-11	-1.0	-1	0	-14	-3	17
Cc1cccc(C)c1Nc1nnc(SCC(=O)NC2CCS(=O)(=O)C2)s1 (configuration not stated)
    1	1	2	1	-0.5	2	1	4	1	-4
Cc1c(NC(=O)Nc2ccccc2C(F)(F)F)c(=O)n(-c2ccccc2)n1C
    3	-5	8	-2	-2.8	0	-5	3	1	-1
Cc1cc(NC(=O)CSc2nc(N)c(NC(=O)c3ccco3)c(=O)[nH]2)no1
    -2	1	-4	-1	-1.2	-4	0	-3	2	-1
CCOC(=O)C1=C(COc2ccccc2)NC(=O)NC1c1ccc2ccccc2c1 (configuration not stated)
    -5	-1	2	0	0.8	-2	-5	nt	-4	-2
CC1(C)C=Cc2c(ccc3c2OC[C@H](c2ccc(O)cc2O)C3)O1
    5	6	16	-15	-1.6	5	-14	-2	-5	3

More records:
Below each SMILES: NR1D1 modulator	rCAG RNA binder	ARFGAP1 inh	mABHD4 FP	PG9 binder	SMARCA2 act	GC-B act	HTRA1 inh	NPR1 activator	ASAP1 GAP inh
Cc1cc(C)c(S(=O)(=O)N2CCOC2CNC(=O)C(=O)NCCCn2ccnc2)c(C)c1 (configuration not stated)
    -3	-2	3	-6	1.1	-4	-7	6	3	6
CC1OC(OC2C(CO)OC(OC3C(CO)OC(O)C(O)C3O)C(O)C2O)C(O)C(O)C1N[C@@H]1C=C(CO)[C@@H](O)C(O)[C@H]1O (some centres not stated)
    12	4	-5	-3	-1.4	-3	2	4	1	-1
CCOc1ccc(N2CC(C(=O)Nc3ccncc3)CC2=O)cc1 (configuration not stated)
    1	3	0	3	0.0	-3	-1	-1	-2	-2
S=C(NN=Cc1ccccn1)N(Cc1ccccn1)Cc1ccccn1
    3	6	-8	1	0.1	0	0	12	3	0
O=C(NCc1ccccc1)c1cnc(-c2ccccn2)nc1C(F)(F)F
    3	-3	6	-15	2.3	-2	-4	5	0	0
CCc1nc2scc(-c3ccccc3)c2c(=O)n1N
    3	2	-1	-1	1.0	-1	-2	-3	3	0
CCS(=O)(=O)N1CCC(N2CCN(c3ccccc3)CC2)CC1
    7	-4	1	8	0.9	-3	2	0	0	0
O=C(Nc1ccncc1Cl)c1ccncc1
    4	-3	-5	-4	0.9	0	-2	5	2	2
COc1ccc(C(=O)N/N=C/c2c(C)nn(-c3ccccc3)c2OC)cc1
    2	-3	7	2	-1.0	-4	-2	-5	1	-7
CCC(C)OC1OC(CO)C(O)C(O)C1NC(C)=O (configuration not stated)
    2	3	1	7	1.6	0	-2	-3	-1	-13
O=C(CC(=O)N/N=C/c1c(Cl)cccc1Cl)NCc1cccnc1
    0	1	-9	7	-2.5	2	3	9	2	4
Cc1cccc(C)c1OC(=O)Cc1ccccc1[N+](=O)[O-]
    5	-1	1	-16	-0.9	-3	1	8	1	0
CC1CC1c1ccc(/C=C(\C#N)C(=O)Nc2cc(Cl)ccc2Cl)o1 (configuration not stated)
    -2	5	10	-8	-2.6	2	-4	-13	-2	2
Cc1cc2c(nn1)CCc1c-2no[n+]1[O-]
    4	4	10	5	0.2	0	3	1	-1	15
Cc1cc(C(=O)NNC(=O)CN2C(=O)NC3(CCCCC3)C2=O)c(C)o1
    -2	2	-8	6	-2.5	-5	7	6	-1	-3
O=C(NCc1cccc(C(F)(F)F)c1)c1ccc2nc([C@@H]3O[C@H](CO)[C@@H](O)[C@H]3O)[nH]c2c1
    -3	1	-12	-2	0.6	-3	-6	nt	1	-9
CCN(C(=O)c1ccc(NC(=O)C2CCCCC2C(=O)O)cc1)c1ccccc1 (configuration not stated)
    -7	13	-2	-7	0.5	-6	0	2	3	8

Assay outcomes: PubChem BioAssay, several laboratories
